# Screening results (PubChem BioAssay)
# BL2 CD40 inh: CD40 pathway inhibition in BL2 cells | AID 1053188 | BL2 NF-kB luciferase reporter, CD40L-induced, 4 h | inhibition, % at 10 µM | hit rate 0.94% among 83,000;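 active = mean inhibition of at least 50% with a set share of replicates also reaching that level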;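 also: 0% = neutral control wells and 100% = IKK inhibitor VII at 50 µM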
# * hit, by the source's call; [ ] = remark or other dose. A portion of the library. The share of hits here may be higher or lower than overall.
# Preview (21 entries):
SMILES,BL2 CD40 inh
CO[C@@H]1CN(C)C(=O)c2cc(NC(=O)Cc3ccccc3)ccc2OC[C@@H](C)N(C(=O)c2ccccc2F)C[C@H]1C,4[25 µM]
CC1CCCCC1NC(=O)c1ccc(-n2cncn2)cc1 (stereo not given),-10
NNC(=O)c1[nH]c(-c2ccccc2)cc1-c1ccccc1,12
COc1ccccc1N1CCN(C(=O)c2ccc3c(=O)n4c(nc3c2)CCCCC4)CC1,-2
Nc1cccc2cccc([N+](=O)[O-])c12,11
O=C(CCc1nnc2ccc(NCc3ccccc3)nn12)NCC1CCN(C2CCCC2)C1 (stereo not given),-9
Cc1ccsc1C(=O)OCc1nnc(-c2ccccc2)o1,-54
CC1(C)NC(=O)N(CCOCCOc2ccc3ccccc3c2Br)C1=O,-59
c1ccc2c(Nc3nc(-c4ccncc4)nc4ccccc34)cccc2c1,18
CN(C)C(=O)NC(NC(=S)Nc1ccccc1)C(Cl)(Cl)Cl (stereo not given),20
CCCOc1ccc(N2CC(C(=O)NCCc3ccc(OC)c(OC)c3)CC2=O)cc1 (stereo not given),8
O=C(Nc1ccc(F)cc1)c1ccc(Cn2cnnn2)cc1,-6
C[C@H]1CN([C@@H](C)CO)C(=O)CCCn2cc(nn2)CO[C@H]1CN(C)Cc1ccc(Oc2ccccc2)cc1,4
CN(C)CCOCCOc1ccc(Cl)cc1Br,9
O=C(NCc1ccco1)c1cnn2c(C(F)(F)F)cc(-c3cccs3)nc12,-1
Cc1ccc(S(=O)(=O)N2CCOCC2)cc1NC(=O)COC(=O)Cc1cccs1,-1
Cc1nccc(-c2sc(-c3cccs3)nc2C)n1,-60
O=C(NC1CCCc2ccccc21)C1CCN(S(=O)(=O)c2ccccc2)CC1 (stereo not given),7
O=C(Cc1ccc(-c2ccccc2)cc1)OCC(=O)N1CCCC1=O,4
O=C(NCc1ccc(F)cc1)c1cc(C2CCCCN2C(=O)c2ccccc2)on1 (stereo not given),9
CCC[C@@H]1C[C@@H](C(=O)N[C@H]([C@@H](C)O)[C@H]2O[C@H](SC)[C@H](O)[C@@H](O)C2O)N(C)C1 (stereo not given in full),2

# All compounds of this part, repeating the preview:
SMILES,BL2 CD40 inh
CO[C@@H]1CN(C)C(=O)c2cc(NC(=O)Cc3ccccc3)ccc2OC[C@@H](C)N(C(=O)c2ccccc2F)C[C@H]1C,4[25 µM]
CC1CCCCC1NC(=O)c1ccc(-n2cncn2)cc1 (stereo not given),-10
NNC(=O)c1[nH]c(-c2ccccc2)cc1-c1ccccc1,12
COc1ccccc1N1CCN(C(=O)c2ccc3c(=O)n4c(nc3c2)CCCCC4)CC1,-2
Nc1cccc2cccc([N+](=O)[O-])c12,11
O=C(CCc1nnc2ccc(NCc3ccccc3)nn12)NCC1CCN(C2CCCC2)C1 (stereo not given),-9
Cc1ccsc1C(=O)OCc1nnc(-c2ccccc2)o1,-54
CC1(C)NC(=O)N(CCOCCOc2ccc3ccccc3c2Br)C1=O,-59
c1ccc2c(Nc3nc(-c4ccncc4)nc4ccccc34)cccc2c1,18
CN(C)C(=O)NC(NC(=S)Nc1ccccc1)C(Cl)(Cl)Cl (stereo not given),20
CCCOc1ccc(N2CC(C(=O)NCCc3ccc(OC)c(OC)c3)CC2=O)cc1 (stereo not given),8
O=C(Nc1ccc(F)cc1)c1ccc(Cn2cnnn2)cc1,-6
C[C@H]1CN([C@@H](C)CO)C(=O)CCCn2cc(nn2)CO[C@H]1CN(C)Cc1ccc(Oc2ccccc2)cc1,4
CN(C)CCOCCOc1ccc(Cl)cc1Br,9
O=C(NCc1ccco1)c1cnn2c(C(F)(F)F)cc(-c3cccs3)nc12,-1
Cc1ccc(S(=O)(=O)N2CCOCC2)cc1NC(=O)COC(=O)Cc1cccs1,-1
Cc1nccc(-c2sc(-c3cccs3)nc2C)n1,-60
O=C(NC1CCCc2ccccc21)C1CCN(S(=O)(=O)c2ccccc2)CC1 (stereo not given),7
O=C(Cc1ccc(-c2ccccc2)cc1)OCC(=O)N1CCCC1=O,4
O=C(NCc1ccc(F)cc1)c1cc(C2CCCCN2C(=O)c2ccccc2)on1 (stereo not given),9
CCC[C@@H]1C[C@@H](C(=O)N[C@H]([C@@H](C)O)[C@H]2O[C@H](SC)[C@H](O)[C@@H](O)C2O)N(C)C1 (stereo not given in full),2
CCCN1Cc2cccc(C(=O)NCc3ccccc3OC)c2C1=O,25
CCOC(=O)C1(Cc2ccccc2C)CCCN(Cc2ccc(NC(C)=O)cc2)C1 (stereo not given),4
Cc1ccc(S(=O)(=O)N(C)c2ccccc2C(=O)Nc2ccc3c(c2)OCCO3)cc1,4
CN(C)C(=O)c1ccc(-c2ccccc2[C@H]2[C@@H](CO)N(C(=O)C3CCC3)[C@H]2C#N)cc1,-7[25 µM]
COc1ccc(-c2cc(C(=O)Nc3ccc(OC)c(OC)c3)[nH]n2)c(C)c1,-22
O=C(N/N=C/c1c(Cl)cccc1Cl)C(=O)NC1CC1,-4
O=C(Nc1ccc(Cc2ccncc2)cc1)c1ccc(S(=O)(=O)N2CCOCC2)cc1,10
Cc1ccc(S(=O)(=O)N2c3ccccc3NC(=O)C2CC(=O)Nc2ccccc2)cc1 (stereo not given),11
O=C(O/N=C/c1cccc([N+](=O)[O-])c1)C1CC1,11
Cc1ccc(S(=O)(=O)NCCC(=O)NNC(=O)C2COc3ccccc3O2)cc1 (stereo not given),-6
Cc1ccc(C)c(NC(=O)CN(C)C(=O)C2CCN(S(=O)(=O)c3ccc4c(c3)OCCO4)CC2)c1,4
Cc1onc(-c2ccccc2Cl)c1-c1nc(-c2ccncc2)no1,21
Cc1c(C(C)NC(=O)c2cc(COc3cccc4cnccc34)on2)cnn1C (stereo not given),37
CCCNC(=O)c1cc2c(c(-c3cccc(-c4ccc(F)cc4)c3)n1)[C@H](CCO)N([S@@](=O)C(C)(C)C)C2,17[25 µM]
C/C=C/c1ccccc1[C@H]1[C@@H](C#N)N(C(=O)Cc2ccccn2)[C@@H]1CO,5[25 µM]
CCOCc1nnc(NS(C)(=O)=O)s1,8
Cc1cc(C)c(C#N)c(SCCN2CCOCC2)n1,3
COc1ccc(C(=O)NC(=O)NC2(C(Cl)(Cl)Cl)OCCO2)cc1,-89
C[C@@H]1CN([C@@H](C)CO)C(=O)c2c(c3ccccc3n2C)-c2ccccc2CO[C@@H]1CN(C)C(=O)C1CC1,-11
Cc1noc(C)c1COC(=O)c1cccc(S(=O)(=O)N2CCOCC2)c1,4
CO[C@H]1CN(C)C(=O)c2ccc(NC(=O)C3CCC3)cc2OC[C@@H](C)N(Cc2nccs2)C[C@H]1C,1
O=C(Nc1ccccc1N1CCCC1)c1cccnc1,3
Cc1ccc(NC(=O)CC2SCCNC2=O)cc1Cl (stereo not given),-49
COc1cccc(NC(=O)C[C@@H]2CC[C@@H]3[C@@H](COc4ccc(NC(=O)C5CCC5)cc4C(=O)N3C)O2)c1,-13
Cc1ccc(C)c(OCCC(=O)OC(C)C(=O)Nc2c(C)n(C)n(-c3ccccc3)c2=O)c1 (stereo not given),7
N/C(=N\OC(=O)c1ccc(=O)n(Cc2ccccc2)c1)c1ccccn1,-33
O=C(Nc1ccccc1)Nc1ccccc1C(=O)NCc1ccccc1,4
Cc1cc(NC(=O)CSCC(=O)Nc2ccccc2OC(F)F)no1,-14
Cc1noc(C)c1S(=O)(=O)N(C)C[C@@H]1OCCCC[C@@H](C)Oc2ccc(NC(=O)CCC(F)(F)F)cc2C(=O)N([C@H](C)CO)C[C@H]1C,16[25 µM]
CN(C(=O)c1ccccc1C(=O)OCC(=O)NCc1cccs1)C1CCCCC1,6
CCC(CC)NC(=O)COc1ccc(OC)cc1C=O,-2
CC(C)c1cc(C(=O)O)c2ccccc2n1,13
CCn1c(=O)[nH]c2ccccc2c1=O,0
O=C(NCc1ccccc1Cl)c1ccc2c(c1)SC1=NS(=O)(=O)CCN12,10
O=C(CCc1nc2ccccc2[nH]1)N1CCN(C(=O)c2ccco2)CC1,-5
COc1cccc(CCc2nnc(CCC(=O)N3CCCC3c3nccs3)o2)c1 (stereo not given),3
Cc1cc(C)c(NC(=O)c2ccc3c(c2)NC(=O)C(C)S3)c(C)c1 (stereo not given),0
Clc1ccc2c(c1)-c1ccccc1C1=NCCN12,-485
CCC(=O)N1CC[C@H]2[C@@H]1c1cc(-c3cccc(OC)c3)ccc1N(C)[C@H]2CO,-35[25 µM]

# Going on with the list:
SMILES,BL2 CD40 inh
Cc1ccc(CNC(=O)CCNS(=O)(=O)c2ccc3c(c2)c(=O)n(C)c(=O)n3C)cc1,1
CC(C)N(C(=O)COC(=O)c1ccc(Cl)nc1)C(C)C,-3
Cc1cc(C(=O)NC(C)c2ccncc2)no1 (stereo not given),7
C[C@H](CO)N1C[C@H](C)[C@H](CN(C)S(=O)(=O)c2cccs2)OCc2cn(nn2)CCCC1=O,2[25 µM]
C[C@@H]1CN([C@@H](C)CO)C(=O)c2ccccc2-c2ccccc2CO[C@@H]1CN(C)S(=O)(=O)c1cccc(F)c1,-3
Cc1ccc([N+](=O)[O-])c2cccnc12,15
Cn1c(SCC(=O)OC2CCCCC2)nnc1-c1ccc2c(c1)OCO2,11
COc1ccc(CC(=O)N(C)Cc2cccc(F)c2)cc1S(=O)(=O)N1CCOCC1,2
COc1ccc(C#Cc2ccc([C@@H]3[C@@H](CO)N4C(=O)CN(C(=O)NC(C)C)C[C@@H]34)cc2)cc1,13[25 µM]
CN(C)S(=O)(=O)c1cccc(NC(=O)c2ccc(S(=O)(=O)N3CCCCC3)cc2)c1,1
CCc1ccc(/C=C2\SC(=S)N(CCCC(=O)N3CCCC3)C2=O)cc1,-16
COc1cccc(C#Cc2ccc([C@H]3[C@@H](CO)N(C(=O)C4CCOCC4)[C@H]3C#N)cc2)c1,-14
COc1cc2c(cc1OC)C(=O)CCS2,7
C=CCN1CCN(C(CCC)c2nnnn2Cc2ccco2)CC1 (stereo not given),7
Cc1ccc(NC(=O)C(C)OC(=O)Cn2cnc3ccccc3c2=O)cc1 (stereo not given),-9
CC(C(=O)Nc1ccccc1)N(C)Cc1cccs1 (stereo not given),11
O=C(Nc1ccccc1-c1ccccc1)c1ccco1,1
C[C@H]1CCCCO[C@H](CN(C)C(=O)c2ccccc2)[C@@H](C)CN([C@@H](C)CO)C(=O)c2cc(NC(=O)NC3CCCCC3)ccc2O1,7
O=C(NC1CCC1)[C@@H]1[C@@H](CO)[C@@H]2Cn3c(cccc3=O)[C@H]1N2Cc1cc(F)ccc1F,3[25 µM]
Cc1ccc(OCc2cc(C(=O)N(C)CCn3ccnc3C)no2)cc1C,-36
C[C@H]1CN([C@@H](C)CO)C(=O)c2c(c3ccccc3n2C)-c2ccccc2CO[C@H]1CN(C)C(=O)CCN(C)C,9
O=C(CCc1ccccc1)NCc1cccnc1,9
Cc1onc(-c2ccccc2)c1C(=O)NCc1ccc(F)cc1,12
COc1ccccc1Cn1c(-c2ccco2)nc2nc3ccccc3nc21,-38
O=C(NCCN1CCOCC1)c1cccc(S(=O)(=O)Nc2ccc(F)cc2)c1,10
COc1ccccc1Oc1ccc(S(=O)(=O)NCc2ccccn2)cc1,16
Cc1cccc(N(C)S(=O)(=O)c2ccc(-c3cc(C)no3)s2)c1,3
CCOC(=O)c1cnc2c(C#N)cnn2c1N,6
N#C[C@@H]1[C@H](c2ccc(C#Cc3cccc(F)c3)cc2)[C@@H](CO)N1C(=O)C1CCC1,99*
O=C(CCC1CCCC1)NCCS(=O)(=O)N1CCN(c2ccccc2F)CC1,-3
Cn1c(=O)[nH]c2c(c(C(=O)O)nn2C)c1=O,5
COCc1cc(=O)[nH]c(SCCS(=O)(=O)c2ccc(C)cc2)n1,10
CCSc1nc(C)c(C)c(=O)[nH]1,-34
O=C1N2CCCc3cccc(c32)C12Nc1ccccc1S2 (stereo not given),26
N#CCCN1CCN(CCC#N)CC1,7
COc1ccc(NC(=O)N2C[C@H]3[C@@H](c4ccccc42)[C@@H](CO)N3C(=O)C2CC2)cc1,9[25 µM]
O=C(Nc1nnc([C@@H]2C[C@H](O)[C@@H](CO)O2)s1)Nc1ccccc1F,-19
O=C(Nc1ccccc1N1CCOCC1)C1(c2ccc(Cl)cc2)CCC1,8
COCc1ccc(CN2CCC(n3nccc3NC(=O)c3ccc4c(c3)OCO4)CC2)o1,-1
COc1ccc(CN(C)C[C@H]2OCCCC[C@H](C)Oc3ccc(NS(=O)(=O)c4ccc(Cl)cc4)cc3C(=O)N([C@H](C)CO)C[C@H]2C)cc1,63*

# The list goes on (2 carried over from the part before).
SMILES,BL2 CD40 inh
COCc1ccc(CN2CCC(n3nccc3NC(=O)c3ccc4c(c3)OCO4)CC2)o1,-1
COc1ccc(CN(C)C[C@H]2OCCCC[C@H](C)Oc3ccc(NS(=O)(=O)c4ccc(Cl)cc4)cc3C(=O)N([C@H](C)CO)C[C@H]2C)cc1,63*
Cc1ccccc1OCCNC(=O)CNC(=O)c1ccccc1O,-1
COc1ccc(-c2ccccc2[C@H]2[C@@H](CO)N(C(=O)C3CCOCC3)[C@H]2C#N)cc1,6[25 µM]
C[C@H](NC(=O)C[C@@H]1CC[C@@H]2[C@@H](COc3ccc(NS(=O)(=O)c4ccc(Cl)cc4)cc3C(=O)N2C)O1)c1ccccc1,13[25 µM]
O=c1c2ccccc2nc2n1C(CSc1ccccc1)CS2 (stereo not given),6
Cc1ccc(F)c(S(=O)(=O)NC(=O)C2(C)CCN2C(=O)Cc2ccccc2Cl)c1 (stereo not given),6
O=C1COc2ccc(C(=O)COC(=O)c3ccc(S(=O)(=O)C(F)F)cc3)cc2N1,2
COc1cc(OC)c(C2=Nc3ccc(Br)cc3C(c3ccccc3)N2CC(=O)NN)cc1OC (stereo not given),3
COc1ccc2nc(NC(=O)c3ccoc3C)sc2c1,7
Cc1nc2ccccc2n1-c1nc(-c2ccco2)cc(C(F)(F)F)n1,10
Cc1ccc(S(=O)(=O)N(C)C)cc1NC(=O)COC(=O)COc1ccc2c(c1)CCC2,-1
CCCCN(C(=O)COC(=O)c1sccc1C)c1c(N)n(CCC)c(=O)[nH]c1=O,1
COc1ccccc1OCCCC(=O)Nc1ccc([N+](=O)[O-])cc1Br,0
CCc1ccc2ncc(S(=O)(=O)c3ccc(C)c(C)c3)c(N3CCCC3)c2c1,22
O=C(c1cnn2c(C(F)(F)F)cc(-c3ccco3)nc12)N1CCCc2ccccc21,0
CCCCNC(=O)C1(C)CCCCN1C(=O)c1ccc(F)c(C)c1 (stereo not given),2
